Source: PubChem
HSF1 inh – HSF1 inhibitors in luciferase reporter cells, primary screen, cell-based, NIH3T3, luminescence | NIH3T3-HGL HSE-luciferase, MG132-induced, luminescence 8 h; hits give low values | activity change, negative = inhibition, % at 7.5 µM (by protocol) | 300,000 compounds, 0.77% hits;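 active means more than half of replicate wells show activity change below -50%, luminescence cut by over half; inconclusive means some wells, but at most half, below -50%; inactive means no replicate well below -50%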;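 further: luciferase reports HSF-1 transcriptional activity via heat shock element; 0% = median of DMSO wells and -100% = zero luminescence signal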
aSyn UTR inh – MLPCN primary screen, SNCA 5' untranslated region; alpha-synuclein 5'UTR reporter, inhibitor activity; AID 1813, 2009; 300,000 compounds, 0.82% hits; inhibition, % (tested at 7.5 µM); in the data active means inhibition above about 60%; inconclusive means no clear call, values can overlap the other calls;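 further: H4 neuroglioblastoma cells stably carrying SNCA 5'UTR luciferase fusion; 0% = DMSO wells and 100% = positive control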
SKKanGAS inh – S. pyogenes SKKanGAS growth inhibitors in kanamycin, primary screen, streptokinase expression inhibitor project, SKKanGAS strain, BacTiter-Glo luminescence; 6 h; inhibition, % at 7.5 µM; 300,000 compounds, 1.3% hits; AID 1662, 2009;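 active means mean replicate score, as percent of positive control median, at least 50; inconclusive means mean below 50 but one replicate at or above 50; inactive means mean and every replicate below 50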;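 further: strain carries kanamycin resistance gene driven by streptokinase promoter and grows in 40 µg/ml kanamycin; loss of luminescence reflects streptokinase promoter inhibition or plain growth inhibition; 0% = median of DMSO wells and 100% = positive control at its reference dose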
Platelet DG rel – inhibitors of platelet dense granule secretion, primary screen, cell-based, MLPCN, human platelets | human platelet-rich plasma, SFLLRN dense granule ATP release, luminescence | inhibition, %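 (compounds screened at 7.5 µM in platelet-rich plasma)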 | 300,000 compounds, 0.22% hits;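 active means mean replicate score, as percent of positive control, at or above 50; inconclusive means mean below 50 but at least one replicate at or above 50; inactive means mean and every replicate below 50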
AI-2 QS mod – Vibrio harveyi AI-2 quorum sensing modulators, primary screen, JMH597 strain, luminescence/OD600 ratio; Vibrio harveyi JMH597 AI-2 luminescence/OD600 ratio, 9 h; hits give low values; strain lacks LuxN and CqsS sensors; 0 = neutral-control median; activity change, % at 7.5 µM; 300,000 compounds, 0.4% hits; in the data active means activity change below about -75%, passing the limit was not always enough; inconclusive means no clear call, values can overlap the other calls;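 further: luminescence divided by OD600 gain over 9 h not by final OD600 alone; inactives centre near 13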
HSP90 inh – HSP90 inhibitors, primary screen, cell lysate, luminescence; Heat shock protein HSP 90 (rabbit reticulocyte lysate; luciferase refolding); Rabbit reticulocyte lysate, luciferase refolding luminescence, 3 h; inhibition, % at 5.6 µM; 290,000 compounds, 0.91% hits;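 active means inhibition above the screen-wide mean plus 3 SD, computed separately per campaign, cut at about 16% in these data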;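 further: 0% = DMSO wells and 100% = 60 µM geldanamycin wells; inhibitors lower the luminescence because luciferase stays unfolded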
KLF5 inh – KLF5 expression inhibitors, primary screen, DLD-1 cells, luminescence | DLD-1 KLF5 promoter-luciferase reporter | inhibition, % at 5 µM | 290,000 compounds, 0.23% hits;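 active means inhibition above a per-plate limit of that plate's mean compound inhibition plus 3 SD, cut at about 60% in these data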;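 further: 0% = DMSO wells and 100% = LY294002 at 200 µM; higher means less KLF5 promoter-driven luciferase light; inactives centre near -14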
HIF activator – HIF pathway transcriptional activators, primary screen, cell-based, U2OS HRE-luciferase, luminescence; AID 1910, 2009; activation, % at 7.5 µM (by protocol); 300,000 compounds, 0.32% hits; U2OS HRE-luciferase reporter; normalized: DMSO 0%, desferrioxamine 100%;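 active means mean activation of at least 10% of the iron chelator positive control signal, with at least half of replicates also reaching 10%; inconclusive means mean and replicate majority disagree about reaching 10%; inactive means mean and most replicates under 10%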
IEC-6 cytotox – cytotoxicity in IEC-6 intestinal epithelial cells, primary screen, cytotoxicity control for KLF5 inhibitor project, cell-based, luminescence. IEC-6 cytotoxicity, luminescence viability. inhibition, % at 5 µM. 290,000 compounds, 0.78% hits. AID 1825, 2009; in the data active means inhibition above about 22%;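 further: 0% = plate median of test compound wells and 100% = cytotoxic reference compound wells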
HSF-1 act – HSF-1 activators, primary screen, NIH3T3-HGL cells, MG132 stress, luminescence, single point; activation, % at 9 µM; 300,000 compounds, 1.7% hits; NIH3T3-HGL HSF-1 luciferase reporter, 8 h; 100% = twice DMSO control signal;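 active means mean replicate activation of at least 50% with a set share of replicates each reaching 50%; inconclusive means only one of those two conditions met; inactive means mean below 50% and too few replicates reaching it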;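 further: 0% = median of the neutral control wells and 100% = twice that signal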
Starred values were filed as active, the others as inactive; ? = inconclusive; . = no result given.

SMILES	HSF1 inh	aSyn UTR inh	SKKanGAS inh	Platelet DG rel	AI-2 QS mod	HSP90 inh	KLF5 inh	HIF activator	IEC-6 cytotox	HSF-1 act
CCC(c1ccccc1)c1nnc(NC(=O)c2ccco2)s1 (stereo unspecified)	1	-12	0	8	9	3	-25	0.1	-4	-2
COc1ccc(CC(=O)Oc2ccc(C(C)C)cc2)cc1S(=O)(=O)N1CCOCC1	-6	2	6	31	4	.	.	-0.1	.	6
CCc1ccc(C(C)NC(=O)C2(C)CC2(Br)Br)cc1 (stereo unspecified)	-2	15	13	2	-4	3	-13	-0.6	3	-6
COc1ccc(C(=O)CSc2ccc(-c3ccc(C)cc3)nn2)cc1	10	-26	-6	-32	11	2	-22	1.2	-2	12
O=C1c2cccc3cccc(c23)C(=O)N1OS(=O)(=O)c1ccc(Cl)cc1	1	-39	-13	-1	30	1	-3	0.2	-1	-6
CCN(CC)S(=O)(=O)c1ccc(O)c(NC(=O)c2cc(-c3cc(OC)c(OC)c(OC)c3)nc3ccccc23)c1	-7	8	28	-29	25	-6	-5	-0.7	-1	1
C=CCNc1nc(N)c([N+](=O)[O-])c(NCc2ccccc2)n1	5	57	1	-3	3	1	8	-0.2	-4	5
O=[N+]([O-])c1ccccc1/C=N/n1c(COc2ccccc2)n[nH]c1=S	7	20	-4	-10	7	-1	-12	0.2	-2	35
CC1(C(=O)O)CCC(C(=O)Nc2ccc3ccccc3c2)C1(C)C (stereo unspecified)	-8	-2	-3	2	28	12	19	0.5	4	7
O=S(=O)(NCCN1CCOCC1)c1cc(Cl)c(Cl)cc1Cl	3	5	5	3	-2	-1	-15	-12	1	19
CSc1nc(NC(C)C)nc(N2CCOCC2)n1	-7	4	-4	13	0	1	-1	-0.6	1	-6
COc1ccc(C(=O)N=C2SC3CS(=O)(=O)CC3N2c2ccccc2)cc1OC (stereo unspecified)	-6	26	0	41	2	2	-6	0.2	-4	-2
Cc1ccc2nc(C)cc(Nc3ccc([N+](=O)[O-])cc3)c2c1	0	10	-13	1	18	4	5	-3.3	6	28
COc1ccc(/C=N/NC(=O)c2ccoc2C)cc1COc1c(C)cccc1C	46	43	19	2	18	-1	-56	1.6	5	?
CC(=O)C1=C(C)OC(N)=C(C#N)C1c1cccnc1 (stereo unspecified)	-9	-4	-3	0	17	4	-16	-0.1	-3	2

3 neighbouring entries already listed:
SMILES	HSF1 inh	aSyn UTR inh	SKKanGAS inh	Platelet DG rel	AI-2 QS mod	HSP90 inh	KLF5 inh	HIF activator	IEC-6 cytotox	HSF-1 act
CCN(CC)S(=O)(=O)c1ccc(O)c(NC(=O)c2cc(-c3cc(OC)c(OC)c(OC)c3)nc3ccccc23)c1	-7	8	28	-29	25	-6	-5	-0.7	-1	1
C=CCNc1nc(N)c([N+](=O)[O-])c(NCc2ccccc2)n1	5	57	1	-3	3	1	8	-0.2	-4	5
O=[N+]([O-])c1ccccc1/C=N/n1c(COc2ccccc2)n[nH]c1=S	7	20	-4	-10	7	-1	-12	0.2	-2	35

The results go on.
SMILES	HSF1 inh	aSyn UTR inh	SKKanGAS inh	Platelet DG rel	AI-2 QS mod	HSP90 inh	KLF5 inh	HIF activator	IEC-6 cytotox	HSF-1 act
CNS(=O)(=O)c1cn(CC(=O)NCc2ccc(OC)cc2)cc1S(=O)(=O)NC	3	-5	-3	4	24	-5	-10	-4.2	-3	-6
O=C(c1cccnc1)N1CCCc2ccccc21	-2	22	2	0	16	4	2	-0.3	4	-1
Cc1ccc2nc(SCC(=O)NC3CCCCC3)nc(=O)n2c1	1	5	-1	-5	34	.	.	-0.8	.	-2
Cc1ccc(NC(=O)CCN2C(=O)c3ccccc3C2=O)cc1	-3	-4	2	15	-9	3	-8	-0.6	0	10
Cc1ccc(-n2c(=O)c3sccc3n(CC(=O)N3CCCC3)c2=O)cc1	2	19	-9	-11	26	3	2	-0.2	8	1
O=C(Nc1ccc2c(c1)OCO2)C(c1ccccc1)N1CCN(C(=O)c2ccco2)CC1 (stereo unspecified)	4	6	4	-4	-5	3	-33	-0.4	0	-1
CCc1ccc(OCC(=O)NNC(=S)NC(=O)C2CC2)c(Br)c1	.	.	.	.	-85*	-3	14	.	30*	.
Cn1cnc2c(N/N=C/c3cccs3)ncnc21	9	-67	7	-1	8	-2	-121	2.3	-8	26
O=C(Nc1cccc(Cl)c1)c1cnccn1	7	-47	-3	18	16	1	-57	-3.9	7	10
COc1cc(OC)cc(C(=O)NC(=S)Nc2ccc(N3CCCC3)cc2)c1	0	-12	7	11	13	3	6	0.1	3	8
O=C(Nc1nnc(-c2ccco2)o1)c1cccc2ccccc12	-8	-1	-1	-4	27	3	-18	-0.3	-2	25
CC(C)(C)NC(=O)COC(=O)c1ccc(S(=O)(=O)N2CCCC2)cc1	3	-12	2	14	-10	-3	-13	-0.5	0	-1
Cc1ccc(OC2CCN(C(=O)C3CCC(=O)N(C4CC4)C3)CC2)cc1 (stereo unspecified)	-1	5	-7	1	7	2	0	-0.3	0	9
NS(=O)(=O)c1ccc(NC(=S)N2CCN(S(=O)(=O)c3ccc(F)cc3)CC2)cc1	-1	-8	-1	-65	26	-1	-19	-0.8	5	-2
COc1cc(C2NC(=O)C(C#N)=C(S)N2c2ccccc2)ccc1OC(C)C (stereo unspecified)	-10	21	-3	-3	29	-4	-28	-0.1	2	-5

Single records (already shown):
`COc1cc(C2NC(=O)C(C#N)=C(S)N2c2ccccc2)ccc1OC(C)C` (stereo unspecified) in the list: HSF1 inh: -10; aSyn UTR inh: 21; SKKanGAS inh: -3; Platelet DG rel: -3; AI-2 QS mod: 29; HSP90 inh: -4; KLF5 inh: -28; HIF activator: -0.1; IEC-6 cytotox: 2; HSF-1 act: -5
`O=C(Nc1cccc(Cl)c1)c1cnccn1` in the list: HSF1 inh: 7; aSyn UTR inh: -47; SKKanGAS inh: -3; Platelet DG rel: 18; AI-2 QS mod: 16; HSP90 inh: 1; KLF5 inh: -57; HIF activator: -3.9; IEC-6 cytotox: 7; HSF-1 act: 10
`Cc1ccc(NC(=O)CCN2C(=O)c3ccccc3C2=O)cc1` in the list: HSF1 inh: -3; aSyn UTR inh: -4; SKKanGAS inh: 2; Platelet DG rel: 15; AI-2 QS mod: -9; HSP90 inh: 3; KLF5 inh: -8; HIF activator: -0.6; IEC-6 cytotox: 0; HSF-1 act: 10

Later entries:
SMILES	HSF1 inh	aSyn UTR inh	SKKanGAS inh	Platelet DG rel	AI-2 QS mod	HSP90 inh	KLF5 inh	HIF activator	IEC-6 cytotox	HSF-1 act
CCOC(=O)c1cc(-c2csc(COc3ccccc3Cl)n2)on1	-4	-5	2	1	.	2	-5	-1.0	3	-1
O=C(c1cccc(C(F)(F)F)c1)C1CCCN(C(=O)/C=C/c2cnc[nH]2)C1 (stereo unspecified)	3	19	5	-12	6	-1	-2	0.2	6	23
C=CCn1c(C)nnc1SCC(=O)NC1CC1	-4	6	6	4	17	-1	9	-0.3	-3	-14
COc1cc(NS(=O)(=O)c2ccc(C)c(C)c2)c(OC)cc1Cl	-6	5	3	0	15	0	-13	0.9	6	11
O=C(CSc1ncccn1)Nc1ccc2[nH]c(=O)[nH]c2c1	-3	-10	1	.	16	.	.	1.2	.	-2
Cc1cc(C)cc(N(C(=O)CCC(=O)Nc2cc(C)on2)C(C(=O)NC2CCCC2)c2ccco2)c1 (stereo unspecified)	-6	33	-3	3	32	-1	-22	-0.2	-3	-3
Cc1cc(Cl)ccc1OCCCC(=O)N1CCCc2ccccc21	2	13	9	0	23	3	-3	-0.2	0	22
CN1C(=O)C(O)(CC(=O)c2ccccn2)c2cc(Br)ccc21 (stereo unspecified)	-6	-1	-1	-4	39	4	-21	-0.1	20	-13
Nc1ccc(-c2nc3cc(N)ccc3n2CCO)cc1	4	-7	-1	-4	22	0	-25	-0.7	3	-10
O=C(Nc1ccccc1C1CC1)c1cccs1	-3	5	9	1	14	5	6	-0.1	-3	1
Cc1cc(C)nc(NC(=S)Nc2ccc(F)cc2F)c1	16	-62	6	3	12	1	4	0.6	2	18
CCc1cccc(NS(=O)(=O)c2ccc3c(c2)n(C)c(=O)n3C)c1	-1	-21	-1	-7	18	2	-10	0.8	14	13
Nc1nnc(C(c2ccccc2)c2ccccc2)s1	3	16	-2	.	11	5	-1	-0.4	2	-10
COCCc1ncc(CN2CCC(C(=O)Nc3ccc(-n4cccn4)cc3)CC2)cn1	-9	2	6	-4	14	-6	-20	0.3	2	-9
COc1ccc(/C=N/NC(=O)C(=O)/C=C2\NC3(CCCC3)Cc3ccccc32)cc1	-2	32	11	-4	32	-1	-16	0.0	-6	9
C=COc1ccc(N2C(=O)c3ccccc3OC2C)cc1 (stereo unspecified)	1	2	1	20	7	-2	-41	-1.3	3	-1
COc1ccc(Cc2c(Cl)ncnc2Cl)cc1	5	-47	-7	11	2	1	7	0.3	-4	14
CCCCn1c(N)c(N(CCC(C)C)C(=O)C2CC(=O)N(c3ccc4c(c3)OCCO4)C2)c(=O)[nH]c1=O (stereo unspecified)	2	6	23	2	16	-5	-38	0.1	0	-4
Cc1csc(Nc2ccc(C(=O)O)cc2)n1	2	-15	2	4	-42	1	-9	0.5	1	-14
O=C(Nc1ccc(Oc2ncnc3cc(Cl)ccc23)nc1)Nc1cccc(C(F)(F)F)c1	-3	-16	-7	-1	27	-1	5	0.2	-1	-5
O=C(Nc1ccccc1)C1CCCN(S(=O)(=O)c2ccc(-n3cnnn3)cc2)C1 (stereo unspecified)	-2	28	-3	1	26	9	10	0.1	-2	2
CC(=O)N1CCN(C(=O)CSc2cc(C)c(Br)cc2C)CC1	1	5	3	8	4	1	2	-1.1	1	23
CCC1CCCCN1C(=S)Nc1ccc(S(=O)(=O)Nc2ncccn2)cc1 (stereo unspecified)	1	3	-6	-2	11	3	-6	-7.6	8	10

Hits appear at their usual frequency; overall some 6% were active at least once.
